yeast sgs1 mgt1: NCI yeast anticancer drug screen, S. cerevisiae sgs1 mgt1 strain; growth inhibition, % at 50 µM; hit rate 10% among 78,000;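 note: 0% = growth of vehicle-only cultures of the same strain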
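Read-out: growth inhibition vs vehicle controls. Cells: mutant yeast strain deficient in DNA damage repair.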
bub3: NCI yeast anticancer drug screen, S. cerevisiae bub3 mutant strain; growth inhibition, % at 50 µM; hit rate 9.9% among 78,000;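 note: 0% = growth of vehicle-only cultures of the same strain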
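Mutant yeast screening strain plus compound; vehicle-treated cultures serve as the 0% inhibition reference.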
cln2 rad14: NCI yeast anticancer drug screen, S. cerevisiae cln2 rad14 strain. growth inhibition, % at 50 µM. hit rate 8.3% among 78,000;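 note: 0% = growth of vehicle-only cultures of the same strain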
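Yeast strain cln2 rad14, bearing defects in cell cycle control and DNA repair, serves as the test system; values reflect growth inhibition compared with vehicle.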
rad50: NCI yeast anticancer drug screen, S. cerevisiae rad50 strain | growth inhibition, % at 50 µM | hit rate 10% among 79,000;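 note: 0% = growth of vehicle-only cultures of the same strain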
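Readout: growth inhibition relative to vehicle-treated cultures. Compound exposure was carried out in a genetically defined yeast strain deficient in DNA damage repair.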
mlh1 rad18: NCI yeast anticancer drug screen, S. cerevisiae mlh1 rad18 strain; growth inhibition, % at 50 µM; hit rate 11% among 79,000;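 note: 0% = growth of vehicle-only cultures of the same strain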
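Steps: expose repair-defective yeast to compound; measure growth; express inhibition against vehicle-treated controls.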
yeast mec2-1: NCI yeast anticancer drug screen, S. cerevisiae mec2-1 strain; % growth inhibition at 50 µM; hit rate 9% among 79,000;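 note: 0% = growth of vehicle-only cultures of the same strain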
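Each compound was tested on mec2-1 yeast, a strain altered in DNA damage repair or cell cycle control. Growth inhibition is reported relative to vehicle.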
Numbers without * were called inactive; . = no result given; & = joins results of further samples. Cut-off read from the data, not from the text of the source: active = growth inhibition above about 70%; inactive = the rest. Not a hit list; overall some 14% were active at least once.

SMILES	yeast sgs1 mgt1	bub3	cln2 rad14	rad50	mlh1 rad18	yeast mec2-1
CCCCCCCCCCCCCCCCOc1ccc(S(=O)(=O)N/N=c2/sc3ccc(S(=O)(=O)O)cc3n2C)cc1C(=O)O	76*	69	40	80*	73*	79*
CC(=O)Nc1ccc(OCc2ccccc2)cc1[N+](=O)[O-]	10	7	10	20	28	-12
COc1ccc(C(C)O)cc1OC (stereo not drawn)	-5	-10	-15	-5	-3	-11
Cc1c(C)c(C)c(CN2CCCC2)c(C)c1C	39	33	-16	13	31	33
COc1ccc(/C=N/Nc2nc3ccccc3c(=O)n2-c2ccccc2)cc1	-39	-11	-29	-56	-42	-18
CC12CCCC=C1N(C=O)c1ccccc12 (stereo not drawn)	15	-28	12	-6	17	26
COC(=O)C(C)(C#N)/C(C)=C/C(C)C (stereo not drawn)	-13	-25	-4	-13	-33	-21
COc1ccc(-c2cc(-c3ccccc3)no2)cc1	2	-3	-10	1	18	4
N/C(=N\Cl)C(Cl)(Cl)Cl	6	2	-27	-18	-21	-16
CCN(CC)c1ccc2cc(-c3csc(C)n3)c(=O)oc2c1	17	13	23	26	2	11
CC(C)OC(=O)c1ccc(NCc2cc(O)ccc2O)cc1Cl	92*	89*	90*	90*	88*	90*
O=C1NC(=O)C2(CCCCC2)N1	-2	1	-16	8	-5	4
COC(=O)N1C(c2ccccc2)(c2ccccc2)CS1(=O)=O	9	12	16	15	5	10
O=S(=O)(O)c1cc(O)c2ccc3c(S(=O)(=O)O)cc(S(=O)(=O)O)c4ccc1c2c34	-3	11	7	-12	4	-23
CC/C(C)=C\CC/C(C)=C\COc1ccc(C)cc1	8	27	14	18	3	15
Cc1ccc2occ(-c3nnc(N)s3)c(=O)c2c1	30	22	12	58	24	21
CCNc1ccc(C)cc1	0	-5	-14	55	33	-4
O=C(O)C1CCCCC1C(=O)NCc1ccco1 (stereo not drawn)	4	25	4	5	0	5
CCCCCCC1CCC(CCCCCCCC(=O)N2CCN(C)CC2)C(C/C=C/CCCCCCCC(=O)N2CCN(C)CC2)C1CCCCC (stereo not drawn)	99*	99*	93*	99*	99*	99*
C=CCNC1=C2C[C@@H](C)C[C@H](OC)[C@H](O)[C@@H](C)/C=C(\C)[C@H](OC(N)=O)[C@@H](OC)/C=C\C=C(/C)C(=O)NC(=CC1=O)C2=O	92*	90*	90*	91*	89*	92*

Part of the list above, reformatted:
Compound: O=C(O)C1CCCCC1C(=O)NCc1ccco1 (stereo not drawn)
  yeast sgs1 mgt1: 4
  bub3: 25
  cln2 rad14: 4
  rad50: 5
  mlh1 rad18: 0
  yeast mec2-1: 5

Compound: O=S(=O)(O)c1cc(O)c2ccc3c(S(=O)(=O)O)cc(S(=O)(=O)O)c4ccc1c2c34
  yeast sgs1 mgt1: -3
  bub3: 11
  cln2 rad14: 7
  rad50: -12
  mlh1 rad18: 4
  yeast mec2-1: -23

(continued)
SMILES	yeast sgs1 mgt1	bub3	cln2 rad14	rad50	mlh1 rad18	yeast mec2-1
CCCCCCNc1ncnc2c1cnn2C	1	39	-18	5	3	7
OC1CC2CCC(C1)S2 (stereo not drawn)	13&-4	4&2	13&10	4&-1	-2&-12	-3&-25
Cc1ccc2nc(C(O)C(O)C(O)CO)[nH]c2c1 (stereo not drawn)	11	-26	-12	-11	-13	-15
O=C1C2=C(Nc3ccccc3N2)OC1c1ccc(Cl)cc1 (stereo not drawn)	-19	-15	21	4	24	-1
CN(Cc1ccccc1)c1ccccn1	-19	-13	-2	-13	9	-22
O=C(CCCN1CCC(O)(c2ccc(Cl)cc2)CC1)c1ccc(N2CCC(O)CC2)cc1	-1	4	-45	1	1	-2
OCC(O)C(OC1OC(CO)C(O)C(O)C1O)C(O)C(/C=N/Nc1ccccc1)=N/Nc1ccccc1 (stereo not drawn)	22	21	8	19	49	10
CN(C)CC(CN(C)C)C(=O)C(C)(C)C	23	8	-8	9	14	-2
C=C(Cl)CSc1ncnc2nc[nH]c12	18	31	8	35	36	23
Nc1c(Br)cc(-c2cc(Br)c(N)c(Br)c2)cc1Br	-34	-26	-5	-13	-15	-21
CC(=O)CC(=O)NC(C)(C)C	-16	3	-13	17	8	-33
O=c1/c(=C/c2ccc3c(c2)OCO3)sc2nnc(Cc3ccccc3)n12	16	-22	17	-28	0	0
CC(=O)C(N=Nc1ccc(C)cc1[N+](=O)[O-])C(=O)Nc1ccccc1 (stereo not drawn)	-19	19	-52	-3	-17	-14
Cc1cc(NCCCCCCCNc2cc(C)nc3cc([N+](=O)[O-])ccc23)c2ccc([N+](=O)[O-])cc2n1	72*	73*	58	69	.	77*
CC(=O)N(C)SCC(NC(=O)C(Cc1ccccc1)NC(=O)OCc1ccccc1)C(=O)NC(Cc1ccccc1)C(=O)NC(Cc1cn(C=O)c2ccccc12)C(=O)NC(CCCCNC(=O)OCc1ccccc1)C(=O)NC(C(=O)NC(CSN(C)C(C)=O)/C(O)=N\O)C(C)OCc1ccccc1 (stereo not drawn)	-16	-12	4	-21	-14	-30
CC(=O)c1ccc(NC(=O)C(=O)C(C(=O)/C=C/c2ccccc2)C2OC(=O)c3ccccc32)cc1 (stereo not drawn)	-12	-29	19	-7	-3	-9
CN(C)CC(CN(C)C)C(=O)c1ccccc1	16	-24	-1	9	-4	20
CCC1(C)CCC(C)(CC)c2cc(C(C)=O)c(C)cc21 (stereo not drawn)	14	18	-27	6	15	-8
CCOC(=O)c1ccc(N/C(C)=C/C(=O)OC)cc1	11	2	-21	3	4	-8
CC(=O)CC(=O)Nc1ccc(Cl)cc1	12	-6	4	-3	8	-28
Oc1cc(-c2ccccc2)cn2c1nc1ccccc12	-23	2	-4	-23	-29	2
O/N=C\c1c(O)ccc2ccccc12	79*	75*	10	63	73*	47
CCOC(=O)CCC(NC(=O)C(CSC(c1ccccc1)(c1ccccc1)c1ccccc1)NC(=O)OCc1ccccc1)C(=O)NC(CCC(=O)OCC)C(=O)NC(CCC(=O)OCC)C(=O)NC(CCC(=O)OCC)C(=O)NC(CSC(c1ccccc1)(c1ccccc1)c1ccccc1)C(=O)OC (stereo not drawn)	68	72*	82*	74*	76*	76*
O=c1[nH]c2cc([N+](=O)[O-])ccc2nc1/C=C(\O)c1ccncc1	-3	-6	-3	2	-4	-10
CN(C)c1ccc(/C=C/c2nc3ccc([N+](=O)[O-])cc3[nH]2)cc1	10	1	14	-2	0	4
C[C@@]12C[C@@H](c3ccccc3O1)N1Cc3ccccc3CSC1=N2	25	14	2	34	25	5
COC(=O)C1C(O)C(C)C(O)C(C)(O)/C=C/C=C(C)C(=O)Nc2c(C)c(OC(C)=O)c3c(c2O)C(=O)C(C)=C2OCOC(=C23)C(C)=CC(C)(O)C(O)C(C)C1OC(C)=O (stereo not drawn)	6	3	4	5	19	-20
CN1CCC(/C=C/c2cccc3ccccc23)CN1 (stereo not drawn) (tested in a mixture with another compound)	79*	36	23	72*	81*	71*
Cc1cc(O)c(C(c2ccccn2)c2c(O)cc(C)[nH]c2=O)c(=O)[nH]1	-8	0	-3	-5	5	6
CSc1nc(NC2OC(COC(C)=O)C(OC(C)=O)C(OC(C)=O)C2OC(C)=O)c(-c2csc(N)n2)c(=O)n1C (stereo not drawn)	-22	-8	10	-7	13	-38
C/C=C(/C=O)[C@@H]1CC2c3c(c4ccccc4n3[C@@H](O)C1)CCN2C (stereo partly drawn)	-4	-33	-1	-5	-17	-18
CC(C)C(NC(=O)CI)C(=O)Nc1ccc(C(=O)O)c(O)c1 (stereo not drawn)	6	7	-12	24	24	20
C=CC(Br)(CBr)CCC1OC1(C)C (stereo not drawn)	10	22	19	15	-13	10
OCC1OC(n2cnc3c2NC=NC[C@H]3O)C(O)C1O (stereo partly drawn)	25	6	-8	32	26	-4
CCCCCCCSC#N	-2	10	-22	-8	30	21
O=C(Oc1ccccc1)c1cccc(C(=O)Oc2ccccc2)c1	-25	-10	-11	-35	-21	-25
CN(C)c1ccc(N=Nc2ccc(C(C)(C)C)cc2)cc1	6	-11	-3	-11	-20	3
CSc1ccc(C(=O)c2ccc(SC)cc2)cc1	16	-4	-13	6	-17	16
Cc1ccc(S(=O)(=O)OCC#CCOS(=O)(=O)c2ccc(C)cc2)cc1	67	-7	19	60	23	16
Cc1ccccc1S(=O)(=O)N1C(=O)c2ccccc2S1(=O)=O	5	5	10	13	-14	-14

16 neighbouring records from above, quoted:
SMILES	yeast sgs1 mgt1	bub3	cln2 rad14	rad50	mlh1 rad18	yeast mec2-1
CN(C)c1ccc(/C=C/c2nc3ccc([N+](=O)[O-])cc3[nH]2)cc1	10	1	14	-2	0	4
C[C@@]12C[C@@H](c3ccccc3O1)N1Cc3ccccc3CSC1=N2	25	14	2	34	25	5
COC(=O)C1C(O)C(C)C(O)C(C)(O)/C=C/C=C(C)C(=O)Nc2c(C)c(OC(C)=O)c3c(c2O)C(=O)C(C)=C2OCOC(=C23)C(C)=CC(C)(O)C(O)C(C)C1OC(C)=O (stereo not drawn)	6	3	4	5	19	-20
CN1CCC(/C=C/c2cccc3ccccc23)CN1 (stereo not drawn) (tested in a mixture with another compound)	79*	36	23	72*	81*	71*
Cc1cc(O)c(C(c2ccccn2)c2c(O)cc(C)[nH]c2=O)c(=O)[nH]1	-8	0	-3	-5	5	6
CSc1nc(NC2OC(COC(C)=O)C(OC(C)=O)C(OC(C)=O)C2OC(C)=O)c(-c2csc(N)n2)c(=O)n1C (stereo not drawn)	-22	-8	10	-7	13	-38
C/C=C(/C=O)[C@@H]1CC2c3c(c4ccccc4n3[C@@H](O)C1)CCN2C (stereo partly drawn)	-4	-33	-1	-5	-17	-18
CC(C)C(NC(=O)CI)C(=O)Nc1ccc(C(=O)O)c(O)c1 (stereo not drawn)	6	7	-12	24	24	20
C=CC(Br)(CBr)CCC1OC1(C)C (stereo not drawn)	10	22	19	15	-13	10
OCC1OC(n2cnc3c2NC=NC[C@H]3O)C(O)C1O (stereo partly drawn)	25	6	-8	32	26	-4
CCCCCCCSC#N	-2	10	-22	-8	30	21
O=C(Oc1ccccc1)c1cccc(C(=O)Oc2ccccc2)c1	-25	-10	-11	-35	-21	-25
CN(C)c1ccc(N=Nc2ccc(C(C)(C)C)cc2)cc1	6	-11	-3	-11	-20	3
CSc1ccc(C(=O)c2ccc(SC)cc2)cc1	16	-4	-13	6	-17	16
Cc1ccc(S(=O)(=O)OCC#CCOS(=O)(=O)c2ccc(C)cc2)cc1	67	-7	19	60	23	16
Cc1ccccc1S(=O)(=O)N1C(=O)c2ccccc2S1(=O)=O	5	5	10	13	-14	-14

The listing continues.
SMILES	yeast sgs1 mgt1	bub3	cln2 rad14	rad50	mlh1 rad18	yeast mec2-1
C=C/C=C/Sc1ccccc1	20	14	7	40	-9	18
CCCC1(c2ccccc2)OCC(CO)O1 (stereo not drawn)	-17	4	6	15	4	9
O=C(NN=C1CCCCC1)C(=O)NN=C1CCCCC1	14	10	-21	34	29	14
CC1CCN(CCCOC(=O)c2ccccc2)CC1	62	63	77*	59	55	30
Cc1c(C(=O)CC(=O)C(=O)Nc2ccccc2C(F)(F)F)[n+](=O)c2ccccc2n1[O-]	-9	4	17	5	-6	8
c1cc(C2=NCCO2)c2ccsc2c1	-13	12	15	-7	-3	-32
COc1ccc(C2OC(=O)c3c2ccc2ccccc32)c(C)c1 (stereo not drawn)	-19	2	3	6	16	-2
O=C(O)COc1cc(Br)cc(Br)c1-c1ccccc1	71*	30	65	65	68	60
Cc1ccccc1NC(=O)C(=O)CC(=O)c1sc(-n2nc(-c3ccccc3)cc2-c2ccccc2)nc1C	5	2	16	12	-18	-4
CC(C)=CCNc1ncnc2c1ncn2CCC(=O)OC(C)(C)C	-4	10	-16	-10	2	-3
COc1ccc(Cl)cc1NC(=O)NNC(=O)C(=O)Nc1ccc(F)cc1	2	2	1	-6	-16	-21
CC(=O)O[C@]12CCCCC1C1(O)C(O)CCCC[C@H]12 (stereo partly drawn)	-65	-21	-5	-42	-32	-62
CCN(CC)CCN(C(=Nc1ccccc1)N1CCCCC1)c1ccccc1	-12	28	19	7	19	-35
Nc1nc2c(c(=O)[nH]1)CN(c1ccc(S(N)(=O)=O)cc1)CN2	0	-26	-7	26	-12	-25

Screening results (PubChem BioAssay)
